Source: PubChem
TRPML3 agonist: agonists of human TRPML3 channel; Q8TDD5; HEK293 TRPML3-YFP, Fluo-8 calcium fluorescence; 100% = the carbachol control signal; activation, % at 3 µM; actives 0.29% (n = 220,000); AID 1448;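 active = activation above its plate's cutoff, the mean activation of the plate's test wells plus 3 SD, cut at about 12% in these data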;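 also: 0% = DMSO only wells and 100% = carbachol wells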
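Material: HEK293 cells stably carrying human TRPML3-YFP; compound dosing: single dose, 3 µM final nominal compound, 0.3% DMSO final; incubation: 1-h 37 °C dye load, 5-s basal, 120-s post-compound reads; technique: Fluo-8 intracellular calcium fluorescence, excitation 470-495 nm, emission 515-575 nm; read-out basis: percent activation from peak-to-basal fluorescence ratio, scaled between DMSO and carbachol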
Tb hexokinase: blocks Trypanosoma brucei hexokinase 1 activity; recombinant TbHK1, G6PDH-coupled NADH A340; actives 0.11% (n = 220,000); inhibition, % at 10 µM;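 active = inhibition of 50% or more in the single-dose primary screen; inactive = inhibition below 50%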
PPC-1+TRAIL kill: kills PPC-1 cancer cells in the presence of TRAIL | PPC-1 cells + TRAIL, ATPLite viability luminescence | cell killing (% activity), % at 4 µM | actives 0.41% (n = 220,000);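 active = cell killing above 50% in the first pass at 4 µM, then a duplicate retest at 5 µM averaging 50% or more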;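 also: plate controls were cells with TRAIL plus DMSO for no effect and medium-only wells lacking cells for full effect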
Thrombin inh: inhibitors of human thrombin | P00734 | alpha-thrombin, Boc-VPR-AMC fluorogenic substrate cleavage | inhibition, % at 5 µM | actives 0.26% (n = 220,000) | AID 1046;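 active = inhibition at or above 40%; inactive = inhibition below 40%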;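 also: 0% = enzyme with no compound and 100% = wells without enzyme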
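Material: human alpha-thrombin protein. Incubation: reaction at ambient temperature. Technique: fluorescence of released AMC, ex 355 nm, em 460 nm. Control set: no-compound enzyme wells and no-enzyme blanks. Also added: Boc-VPR-AMC substrate, 15 µM final. Buffer or medium: pH 7.5 Tris (50 mM) with NaCl 150 mM, Tween 20 0.05%.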
Calpain2 inh: calpain II (pig) inhibition; purified calpain II, fluorogenic peptide substrate, 30 min; inhibition, % at 16 µM; actives 0.37% (n = 220,000); AID 1236;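 active = inhibition above about 50%, limit read from the data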
Cl transport mod: modulates chloride dependent transport by human KCC2; Q9H2X9; KCC2 cells, thallium flux FluoZin-2 fluorescence; B-score of Tl+ flux slope (higher = more flux/activation; lower = inhibition) at 10 µM; actives 2.2% (n = 190,000); AID 1456;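 active = thallium flux slope and its plate-corrected score both differing from the plate sample mean at a set confidence after two filtering rounds, in either direction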;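 also: slope of fluorescence scaled to starting intensity during 10 to 20 s after thallium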
Target sequence (Q9H2X9 whole entry, looked up): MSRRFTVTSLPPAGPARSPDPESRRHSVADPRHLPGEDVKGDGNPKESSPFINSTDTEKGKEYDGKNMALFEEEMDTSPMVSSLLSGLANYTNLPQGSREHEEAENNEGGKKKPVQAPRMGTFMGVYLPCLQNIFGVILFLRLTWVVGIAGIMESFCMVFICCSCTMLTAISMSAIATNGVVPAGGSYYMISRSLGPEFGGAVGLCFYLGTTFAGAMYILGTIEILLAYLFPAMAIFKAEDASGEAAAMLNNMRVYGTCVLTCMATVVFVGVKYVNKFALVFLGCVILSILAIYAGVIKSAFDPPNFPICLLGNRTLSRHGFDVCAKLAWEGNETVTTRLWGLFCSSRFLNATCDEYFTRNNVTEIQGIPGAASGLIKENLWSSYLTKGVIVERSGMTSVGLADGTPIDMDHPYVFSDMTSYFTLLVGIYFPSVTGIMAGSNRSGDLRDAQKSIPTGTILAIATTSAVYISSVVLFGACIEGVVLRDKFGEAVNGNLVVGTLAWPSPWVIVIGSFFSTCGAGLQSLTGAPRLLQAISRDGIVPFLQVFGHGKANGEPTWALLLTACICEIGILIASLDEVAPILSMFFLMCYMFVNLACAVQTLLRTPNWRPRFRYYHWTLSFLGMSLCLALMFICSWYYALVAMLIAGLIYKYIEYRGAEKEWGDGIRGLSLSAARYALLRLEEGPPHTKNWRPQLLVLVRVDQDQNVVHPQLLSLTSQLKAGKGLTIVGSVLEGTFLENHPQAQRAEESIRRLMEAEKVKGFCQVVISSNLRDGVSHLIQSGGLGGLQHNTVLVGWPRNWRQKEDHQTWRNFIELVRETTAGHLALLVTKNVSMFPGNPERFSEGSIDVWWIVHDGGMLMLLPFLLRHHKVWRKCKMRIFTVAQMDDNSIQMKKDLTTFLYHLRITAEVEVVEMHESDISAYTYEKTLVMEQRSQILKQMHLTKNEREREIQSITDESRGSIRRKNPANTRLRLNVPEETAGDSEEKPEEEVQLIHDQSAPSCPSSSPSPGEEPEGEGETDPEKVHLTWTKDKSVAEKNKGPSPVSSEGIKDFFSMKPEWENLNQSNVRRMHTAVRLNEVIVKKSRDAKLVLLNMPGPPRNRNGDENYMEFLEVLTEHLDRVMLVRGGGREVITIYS
TRPN1 ag: zebrafish TRPN1 (NompC) channel agonism; HEK293 zebrafish TRPN1-YFP, Fluo-8 calcium fluorescence; 100% = response to 87 µM carbachol; activation, % at 3 µM; actives 0.18% (n = 220,000);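 active = activation above its plate's cutoff, the mean activation of test wells on that plate plus 3 SD, cut at about 19% in these data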;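 also: 0% = DMSO alone and 100% = 87 µM carbachol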
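System: zebrafish TRPN1-YFP in HEK293 cells / Dosing: 3 µM single point / Timing: dye loading 1 h at 37 °C, then 30 min room temperature / Signal: Fluo-8 calcium fluorescence, excitation 470-495 nm, emission 515-575 nm / Read-out basis: percent activation from peak over basal fluorescence ratio, control-normalized / Control set: high carbachol 87 µM, low DMSO alone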
EBV gp42 inh: inhibitors of Epstein-Barr virus glycoprotein 42. actives 0.42% (n = 220,000). Q1HVG2. Fluorescence polarization binding assay, mP read-out. inhibition, % (tested at 21.74 µM). AID 1085; in the data active = inhibition above about 50%
Furin inhibitor: human furin inhibition; P09958; actives 0.061% (n = 220,000); AID 463115; purified furin, fluorogenic substrate cleavage; inhibition, % at 30 µM; in the data active = inhibition above about 25%; also: inactives centre near -15
An asterisk follows results filed as active; i = inactive; · = not tested or not shown; [ ] = another dose, or the depositor's remark.

SMILES | TRPML3 agonist | Tb hexokinase | PPC-1+TRAIL kill | Thrombin inh | Calpain2 inh | Cl transport mod | TRPN1 ag | EBV gp42 inh | Furin inhibitor
O=C(NCCc1ccccn1)c1n[nH]c(=O)c2ccccc12 | -0.2 | 5.8 | 7.3 | 2.7 | 8.1 | -0.0483 | 0.0 | -5.7 | -23.3
CCC(C(=O)c1ccc2ncccc2c1)c1ccccc1 (stereo not drawn) | 0.3 | 3.2 | 1.7 | -7.6 | 6.3 | -0.735 | 1.9 | -12.9 | -8.1
CCCNC(=S)N1CCN(C(c2ccccc2)c2ccccc2)CC1 | -0.2 | 16.3 | 22.3 | -9.7 | 21.3 | -0.65 | -1.8 | -7.6 | -20.6
Cc1cccc(N2C(=O)C(O)=C(C(=O)c3cccs3)C2c2ccc(C(C)C)cc2)n1 (stereo not drawn) | 1.0 | -4.8 | -2.3 | -3.4 | -17.4 | 0.512 | -0.5 | 2.6 | -7.8
CCOc1ccc2nc(N3CCC(C(=O)Nc4nnc(CC)s4)CC3)sc2c1 | -0.5 | 0.4 | -9.1 | -5.6 | -1.3 | -0.0867 | -0.1 | -7.5 | -0.1
Cc1nc(Nc2ccc(S(N)(=O)=O)cc2)sc1C(=O)Nc1ccccc1 | -0.8 | -48.1 | 27.1 | -1.6 | 17.2 | -0.538 | 1.8 | -7.2 | 2.8
O=c1[nH]c2ccc(S(=O)(=O)NCc3ccccc3)cc2[nH]1 | 0.9 | -0.9 | 31.0 | -6.4 | -10.9 | -0.0567 | 0.9 | -2.8 | -25.7
N#Cc1cc(Cl)c(N2CCOCC2)cc1C#N | 0.8 | -14.0 | 22.6 | -1.7 | -12.3 | · | 0.8 | 8.1 | -9.6[20 µM]
CC(C)CCNC(=O)C1CC(=O)N(C2CCCC2)C1 (stereo not drawn) | 1.4 | -1.1 | 2.8 | -1.4 | -25.6 | · | 1.0 | -23.1 | -26.4[20 µM]
Cc1nc2sc(C(c3ccco3)N3CCN(c4ccc(F)cc4)CC3)c(O)n2n1 (stereo not drawn) | 0.1 | -18.5 | 16.3 | -0.5 | 12.2 | -0.537 | -0.5 | -11.1 | -5.3
O=C1c2ccccc2C(=O)N1c1ccccc1S(=O)C(F)(F)F (stereo not drawn) | 0.6 | 3.2 | 14.3 | 0.7 | -20.0 | 0.789 | 1.8 | -8.8 | -29.2
O=C(O)CC(CNS(=O)(=O)c1ccccc1)c1ccccc1 (stereo not drawn) | 0.0 | -0.2 | 21.7 | 0.7 | 14.7 | 0.755 | 0.3 | -19.0 | -17.6
COC(=O)C1CSC(C(=O)OC)N1C(=O)Nc1ccccc1 (stereo not drawn) | -0.1 | -4.5 | -0.5 | 1.3 | 12.2 | · | 0.1 | 3.7 | -36.2[20 µM]
O=C(c1cnccn1)N(Cc1cccs1)C1(C(=O)NC2CCCC2)CCCCC1 | -0.2 | 2.6 | 9.7 | 11.4 | 27.3 | -0.276 | -0.9 | -5.1 | -0.4
COC(=O)c1c(N2C(=O)CCC2=O)sc2c1CCCC2 | -1.0 | -13.8 | 31.4 | -3.9 | 4.5 | 0.039 | 0.3 | -2.9 | -32.0
Clc1cccc(-c2nnc(-c3ccno3)o2)c1 | 0.2 | -5.0 | -12.9 | -1.8 | -19.4 | -0.0294 | 1.7 | -16.9 | -18.1
O=C(CC1C(=O)NCCN1Cc1c(F)cccc1Cl)NCCc1ccccn1 (stereo not drawn) | 1.2 | 0.2 | -1.2 | -12.0 | -12.5 | 1 | -0.6 | -13.0 | -7.9
C=CCN1C(=O)C(CC(=O)Nc2ccc(OC)cc2)N(Cc2ccco2)C1=S (stereo not drawn) | 0.3 | 5.6 | 10.5 | 6.0 | 11.9 | · | 1.3 | -3.1 | -8.1[20 µM]
CCOC(=O)N1CCN(C(=O)c2cn(C)c3ccc(S(=O)(=O)N4CCCC4)cc3c2=O)CC1 | 0.7 | -8.7 | 3.7 | -3.7 | -33.3 | -0.834 | 1.4 | -7.5 | -4.4
CNC(=O)c1csc(-c2ccc(Cl)cc2)n1 | -0.2 | 5.0 | 7.1 | -2.8 | -24.2 | 0.0295 | -0.9 | 6.4 | -22.0
CN(C)S(=O)(=O)c1cccc(C(=O)OCC(=O)N2c3ccccc3NC(=O)C2(C)C)c1 | 1.1 | -1.4 | -2.5 | -0.6 | 5.6 | -0.00958 | 1.6 | -13.1 | -24.2
CC(=O)NCCn1c(SCc2ccc(C)cc2C)nc2ccccc2c1=O | 0.0 | -5.1 | 14.7 | 3.4 | -18.0 | -2.31 | 0.6 | -4.8 | -7.0[20 µM]
CCCCNC(=S)Nc1ccc([N+](=O)[O-])cc1 | 10.7 | -4.3 | 16.2 | 4.2 | 27.1 | -0.967 | 21.5* | -17.1 | -6.7
Cc1cc(C)nc(SCC(=O)Nc2cc(C)on2)n1 | 1.0 | 1.9 | -8.0 | -1.1 | -15.0 | -1.5 | -0.2 | -12.7 | -21.3
CCCn1c(=O)c2c(C(F)(F)F)cc(-c3ccco3)nc2n(CCC)c1=O | 1.1 | -6.0 | -4.3 | -5.9 | i | -0.0591 | 0.8 | -20.1 | -5.8[20 µM]

Of the compounds above, 3 have a thiophene ring, fused or not:
SMILES | TRPML3 agonist | Tb hexokinase | PPC-1+TRAIL kill | Thrombin inh | Calpain2 inh | Cl transport mod | TRPN1 ag | EBV gp42 inh | Furin inhibitor
Cc1cccc(N2C(=O)C(O)=C(C(=O)c3cccs3)C2c2ccc(C(C)C)cc2)n1 (stereo not drawn) | 1.0 | -4.8 | -2.3 | -3.4 | -17.4 | 0.512 | -0.5 | 2.6 | -7.8
O=C(c1cnccn1)N(Cc1cccs1)C1(C(=O)NC2CCCC2)CCCCC1 | -0.2 | 2.6 | 9.7 | 11.4 | 27.3 | -0.276 | -0.9 | -5.1 | -0.4
COC(=O)c1c(N2C(=O)CCC2=O)sc2c1CCCC2 | -1.0 | -13.8 | 31.4 | -3.9 | 4.5 | 0.039 | 0.3 | -2.9 | -32.0

New compounds follow.
SMILES | TRPML3 agonist | Tb hexokinase | PPC-1+TRAIL kill | Thrombin inh | Calpain2 inh | Cl transport mod | TRPN1 ag | EBV gp42 inh | Furin inhibitor
CN(C)C(=S)c1ccccc1 | 0.6 | -7.7 | 6.5 | -3.0 | -4.3 | 0.469 | 1.0 | -7.5 | -10.2
CCCN1CCN(C(=S)Nc2sc(CC)cc2C(=O)OC)CC1 | 1.0 | -22.7 | 23.2 | -1.5 | 17.8 | 0.758 | -0.2 | -7.9 | -23.7
COc1cc(OC)c2cc(C(=O)N/N=C/c3cccc(OC)c3O)[nH]c2c1 | 0.3 | -25.4 | 30.7 | -5.5 | -62.1 | -0.222 | 0.7 | 3.1 | -8.5
COc1ccc(CCNC(=O)Cc2cccs2)cc1 | 0.0 | 38.5 | 12.9 | -6.3 | -29.0 | 0.043 | -1.7 | -3.9 | -2.8
Oc1cccc(NC(=S)N=Nc2c(O)[nH]c3ccccc23)c1 | -0.3 | -21.6 | 0.8 | 15.7 | 21.6 | -0.602 | 1.5 | -8.2 | 14.3
COc1ccccc1CNC(=O)CN1CCN(Cc2ccc(Cl)cc2)C1=O | -0.3 | 1.4 | · | · | · | -1.4 | 1.6 | · | -30.9
CS(=O)(=O)N(CC(=O)Nc1ccccc1C(=O)N1CCOCC1)c1ccc(Cl)cc1 | 0.2 | -5.1 | -2.3 | -0.9 | 1.1 | 0.124 | 1.5 | -4.3 | -15.1
Cn1c(CNc2nc(-c3ccccc3)cs2)nnc1SCC(=O)N1CCc2ccccc21 | -0.6 | -9.3 | 4.1 | 3.1 | -29.4 | -2.17 | -0.5 | -22.3 | -9.0[20 µM]
C=CCNC(=O)CSc1nc2cc(C(=O)OCC)ccc2n1CC | -0.4 | -2.3 | 8.0 | 5.0 | 2.2 | -0.271 | -0.9 | -8.8 | -11.0[20 µM]
O=C1OC(c2ccc(Br)cc2)=N/C1=C\c1ccco1 | 0.2 | -11.6 | 33.3 | -11.8 | 24.4 | 0.138 | 0.9 | -6.5 | -2.6
O=C(NCc1ccncc1)c1cnccn1 | -0.4 | -0.8 | -10.6 | 5.3 | -2.2 | 0.582 | 0.5 | 1.9 | -16.4[20 µM]
COC1=CC(=O)CC(C)C12Oc1c(Cl)c(OC)cc(OC)c1C2=O (stereo not drawn) | 1.4 | -7.6 | 8.2 | -0.9 | -70.6 | 0.0275 | 1.8 | 1.4 | -13.6
O=c1[nH]c(SCc2ccc(Cl)cc2)nc2c1CCC2 | 0.6 | 2.1 | 4.2 | 3.4 | 15.0 | -1.8 | 0.1 | -19.6 | -27.2
CCOC(=O)C1CCCCN1C(=O)CCc1c(C)nc2cc(-c3ccccc3)nn2c1C (stereo not drawn) | 0.6 | -17.8 | 16.0 | -0.7 | -82.8 | · | 0.8 | -6.9 | -24.3
CCOc1nc(C)ccc1-c1noc(-c2ccncc2)n1 | 0.0 | 3.4 | -2.1 | 0.8 | 15.2 | · | -1.4 | -10.4 | -7.3[20 µM]
CC(=O)c1ccc(N2CCN(C(=O)Cc3cccs3)CC2)cc1 | 2.1 | -18.9 | 5.0 | -0.3 | 17.1 | 1.29 | 1.7 | 0.5 | -10.4
CC1CC(OCC(O)CN2CCOCC2)CC(C)(C)C1 (stereo not drawn) | 1.5 | -4.0 | 27.8 | -5.0 | 2.3 | 0.442 | 1.1 | 0.5 | -24.1
O=C(NC(=S)Nc1ccc2[nH]c(=O)[nH]c2c1)c1cncc(Br)c1 | 1.1 | -9.2 | 33.4 | -5.7 | 22.2 | -0.0303 | 0.8 | -14.0 | -3.3
CCc1cc(=O)oc2cc(OC(C)C(=O)O)c(Cl)cc12 (stereo not drawn) | 0.8 | -17.6 | -1.6 | -2.4 | -86.4 | 0.0302 | 0.2 | 4.6 | -5.6
CC(C)Oc1cccc(C(=O)C2CCCN(C(=O)c3ccoc3)C2)c1 (stereo not drawn) | 0.4 | -2.9 | 14.3 | -6.6 | -23.1 | 0.41 | -1.5 | -9.8 | -25.9
CCc1ccccc1NC(=O)CC(O)(C(=O)OC)C(F)(F)F (stereo not drawn) | 0.1 | -2.1 | 1.0 | -0.3 | 25.9 | · | 0.8 | -13.0 | -12.1[20 µM]
O=c1c2ccccc2ncn1-c1ccccc1C(F)(F)F | 0.4 | 1.5 | -4.2 | -9.3 | 16.1 | 0.306 | -0.9 | -2.4 | -10.1
Cc1ccc(CSCC(=O)N2CCN(c3ccccc3)CC2)cc1 | 0.5 | -6.5 | 12.8 | -5.0 | 2.7 | -2.04 | 0.0 | -0.2 | -25.7
N#C/C(=C/c1cn(-c2ccccc2)nc1-c1cccc(S(=O)(=O)N2CCOCC2)c1)C(=O)NCc1ccco1 | 0.2 | -8.9 | 19.0 | -2.8 | -50.0 | -0.0569 | 1.6 | -4.0 | -27.4
Cc1ccc(NC2=CC(=O)CC(C)(C)C2)cc1C | 0.5 | -17.3 | 25.3 | 2.2 | 3.8 | -0.495 | 1.5 | -10.9 | -21.7

Laid out differently: 2 of the compounds above.
SMILES	TRPML3 agonist	Tb hexokinase	PPC-1+TRAIL kill	Thrombin inh	Calpain2 inh	Cl transport mod	TRPN1 ag	EBV gp42 inh	Furin inhibitor
CCc1cc(=O)oc2cc(OC(C)C(=O)O)c(Cl)cc12 (stereo not drawn)	0.8	-17.6	-1.6	-2.4	-86.4	0.0302	0.2	4.6	-5.6
O=C(NCc1ccncc1)c1cnccn1	-0.4	-0.8	-10.6	5.3	-2.2	0.582	0.5	1.9	-16.4[20 µM]
